Screening data deposited in PubChem by National Center for Advancing Translational Sciences (NCATS).
FEN1 inhibitor – human FEN1 inhibition; AID 588795; P39748; 390,000 compounds, 0.35% hits; Potency, µM (doses to about 114 µM), for the others: top-dose activity change, negative = inhibition, most hits filed as inhibitors; Recombinant FEN1 flap cleavage, fluorescence, 15 min; also: nearly all actives have a fitted effect of over 65% in size
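Recombinant FEN1 (10 nM) was preincubated with pin-transferred compounds for 15 min at room temperature, then flap DNA substrate (50 nM final) was added. Plates were read at 0 and 15 min, and normalized concentration–response data were fitted to a four-parameter Hill equation.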
N370S GC – inhibits or activates N370S mutant glucocerebrosidase; P04062; N370S GC spleen homogenate, 4MU-glucoside fluorescence; Potency, µM (top dose mostly 59.4 µM), for inactives: at the top dose activity change, negative = inhibition, actives largely listed as inhibitors; 330,000 compounds, 0.092% hits;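 also: 0% = full enzyme activity and -100% = no enzyme basal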
GCN5L2 inh – blocks human GCN5L2 histone acetyltransferase. GCN5L2 HAT assay, ThioGlo1 CoA-SH fluorescence. 390,000 compounds, 0.21% hits. Potency, µM (titrated, usually from 58.9 µM), for inactives: at the top dose activity change, negative = inhibition, usual class: inhibitors. Q92830
Target sequence (Q92830 whole entry, looked up): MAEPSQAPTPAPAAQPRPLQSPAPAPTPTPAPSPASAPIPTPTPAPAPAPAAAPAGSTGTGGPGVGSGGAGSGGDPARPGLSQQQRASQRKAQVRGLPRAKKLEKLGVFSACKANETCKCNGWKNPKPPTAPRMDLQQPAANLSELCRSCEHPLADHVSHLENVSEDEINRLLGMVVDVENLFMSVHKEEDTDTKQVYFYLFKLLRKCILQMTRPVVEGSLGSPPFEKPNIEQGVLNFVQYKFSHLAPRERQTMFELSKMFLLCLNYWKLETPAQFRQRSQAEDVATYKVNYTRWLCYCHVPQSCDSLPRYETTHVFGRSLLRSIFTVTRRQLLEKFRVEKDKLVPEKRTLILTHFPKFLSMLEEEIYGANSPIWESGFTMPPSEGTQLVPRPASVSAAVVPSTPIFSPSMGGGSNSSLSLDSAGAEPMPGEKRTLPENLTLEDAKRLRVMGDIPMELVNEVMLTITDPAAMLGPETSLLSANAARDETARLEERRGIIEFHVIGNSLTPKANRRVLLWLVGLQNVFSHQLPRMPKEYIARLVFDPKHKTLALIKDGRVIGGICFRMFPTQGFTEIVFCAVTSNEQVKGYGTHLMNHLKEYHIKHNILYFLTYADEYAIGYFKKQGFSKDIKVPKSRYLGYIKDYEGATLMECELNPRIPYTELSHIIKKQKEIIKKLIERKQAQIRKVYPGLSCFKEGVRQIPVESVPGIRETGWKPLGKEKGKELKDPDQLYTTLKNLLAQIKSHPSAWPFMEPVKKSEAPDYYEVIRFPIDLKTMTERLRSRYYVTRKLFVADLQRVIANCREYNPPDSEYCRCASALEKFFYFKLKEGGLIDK
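Titration-based screen in which CoA formation is detected via maleimide probe ThioGlo1 (50uM) turning fluorescent on thiol reaction; substrates H3(1-25) 75uM and acetyl-CoA 70uM, GCN5L2 20nM, 20 min incubation at room temperature.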
The depositor's hits bear a star; ? = inconclusive; · = no result given; & = joins results of further samples; [ ] = remark or other dose. Calls follow the shape of the dose curve; as a rule, active = well fitted curve in the direction sought with a large enough effect; inconclusive = small, poorly fitted or top-dose-only effect, or another doubt; inactive = no such curve, though single readings can be large; an effect the other way counts as inactive or inconclusive. Unless noted, % is scaled to controls: 0 for no effect and ±100 for the full control effect; potency is read from the fitted curve at half-maximal effect.

SMILES	FEN1 inhibitor	N370S GC	GCN5L2 inh
O=C(CO/N=C/c1ccccc1O)N1CCc2ccccc21	7%	-22%	-2%
CCOc1ccc(S(=O)(=O)N2CCCC(C(=O)NCCN3CCOCC3)C2)cc1Cl (stereo not drawn)	-9%	-8%	-3%
CC(C)C(NS(=O)(=O)c1ccc2c(c1)oc(=O)n2C)C(=O)NCc1ccccc1 (stereo not drawn)	14%	·	-6%
Cc1ccc(S(=O)(=O)N(CC(=O)Nc2ccccc2-c2ccccc2)c2ccc(C)cc2C)cc1	-5%	9%	-16%
Cc1ccc(C)c(C(=O)CCC(=O)OCn2nnc3ccccc3c2=O)c1	10%	·	-5%
Cc1ccc(C(=O)CC2(O)C(=O)N(Cc3ccccc3F)c3ccccc32)cc1 (stereo not drawn)	1%	·	-9%
NC(=O)CC(NC(=O)c1ccc(Br)cc1)c1ccc(NC2CCCCCCC2)c([N+](=O)[O-])c1 (stereo not drawn)	15%	2%	-2%
CCCCOC(=O)NS(=O)(=O)c1sc(CC(C)C)cc1-c1ccc(Cn2c(CC)nc3c(C)cc(C)nc32)cc1	?	-1%&-13%	-26%&-14%
CNC(=O)/C(=C\c1ccc([N+](=O)[O-])cc1)NC(C)=O	4%	5%	3%
CC1(C)CC(=O)C(C(=O)Cc2ccccc2[N+](=O)[O-])C(=O)C1	1%	-3%	-6%
CC(=O)NC(CC(=O)Nc1ccc(S(=O)(=O)N2CCCC2)cc1)c1ccccc1 (stereo not drawn)	-6%	9%	-4%
Nc1nc(CSc2nc3ccccc3s2)nc(N2CCCCC2)n1	-13%	-10%	-4%
CN(Cc1ccccc1)c1ncnc2ccc(Br)cc12	-24%	2%	0%
O=C1CC2(CCCC2)C(=O)N1c1ccc(S(=O)(=O)NCC2CC2)cc1Cl	-2%	-8%	0%
CC(=O)Nc1ccc(-c2csc(N/N=C(/C)c3ccccc3)n2)cc1	11%	2%	-16%
O=C(NCCCn1ccnc1)c1cc(-c2cccc(O)c2)on1	15%	-12%	25%
CCCS(=O)(=O)c1c(S(=O)(=O)CCC)c2ccc(C(N)=O)cn2c1C(=O)c1ccc(F)cc1	5%	11%	-14%
O=C(C1Cc2ccccc2CN1S(=O)(=O)c1ccc(F)cc1)N1CCCCCC1 (stereo not drawn)	3%	8%	-14%
O=C(CN1CCCc2ccccc21)NCc1ccccc1Cl	-3%	9%	3%
C/C(=N\NC(=O)CNC(=O)c1ccccc1Br)c1ccco1	-1%	-2%	-3%
CC(=O)NCC1COc2ccccc2O1 (stereo not drawn)	2%	-14%	-5%
C/C(CC(=O)NC1CCCCC1)=N\NC(=O)c1ccc(Br)cc1	1%	-1%	1%
COc1ccc(C(=O)CC2(C(=O)O)CCCCC2)cc1	7%	-3%	1%
COCc1cc(C)nc(OCC(=O)N/N=C/c2ccc(C)o2)c1C#N	18%	-2%	4%
COc1ccc(S(=O)(=O)N2CCC(c3ccncc3)CC2)cc1Cl	-1%	·	-2%
CC(=O)c1cccc(NC(=O)c2onc(C)c2Cl)c1	-15%	11%	-7%
CC(C)(C)c1ccc(C(=O)NC(=S)NNC(=O)c2cccs2)cc1	-11%	6%	-3%
COC(=O)c1cc(S(=O)(=O)N2CCN(c3ccc(OC)cc3)CC2)c[nH]1	-1%	·	-4%
O=C(O)c1cc(NN=C2CCN(Cc3ccccc3)CC2)ccc1Cl	-13%	1%	-15%
CCN(CC)C(=O)[C@H]1CC(CC(=O)NCCN2CCOCC2)C(=O)N2CCc3c([nH]c4ccc(OC)cc34)[C@]12C (stereo partly drawn)	14%	·	-1%
Cc1ccnc(NC(=O)CNC(=O)c2ccc3ccccc3c2)c1	6%	4%	0%
CCOC(=O)N1CCN(C(=O)C(C)(C)Oc2ccc(Cl)cc2)CC1	-3%	7%	-4%
CCN(CC)CCSc1nnc(Nc2ccccc2)n1-c1ccccc1	-3%	0%	-9%
Cc1ccc(-n2nc(CN3CCOCC3)c(-c3ccccc3)c2N)c(C)c1	1%	2%	-1%
COc1ccc(OC)c(-c2nn(-c3ccccc3)cc2C(=O)NCC(c2cccs2)N2CCOCC2)c1 (stereo not drawn)	-3%	-1%	-3%
O=C(CN1C(=O)c2ccccc2C1=O)Nc1cccc(S(=O)(=O)Nc2ccccc2Cl)c1	-8%	-1%	-13%
Cc1ccc(S(=O)(=O)N2CCC(C(=O)Nc3ccc(N4CCOCC4)cc3)CC2)cc1C	8%	-4%	-8%
COCc1c(C(=O)N2CCN(S(=O)(=O)c3ccccc3Cl)CC2)oc2ccccc12	-19%	·	-9%
CCN(CC)CCOC(=O)c1ccc(NC(=O)CCCN2C(=O)S/C(=C/c3ccc(OC)cc3)C2=S)cc1	?	-12%	-6%
O=C(CCN1C(=O)c2cccc3cccc(c23)C1=O)NCc1ccco1	1%	0%	-2%
CC(=O)c1ccc(S(=O)(=O)Nc2ccc(-n3c(C)nc4ccccc4c3=O)cc2)cc1	-1%	-7%	-6%
COC(=O)c1cc2occc2n1CC(=O)Nc1ccc(OC)c(OC)c1	-5%	-3%	?
COc1ccc(OC)c(C2/C(=C(/O)c3ccc(C)cc3)C(=O)C(=O)N2Cc2ccco2)c1 (stereo not drawn)	1%	-3%	19%
Cn1cccc1/C=N/NC(=O)CNc1cccc2ccccc12	-9%	-7%	-4%
CC(C)[C@H](NC(=O)[C@@H]1CSCN1C(=O)OC(C)(C)C)C(=O)NCC1CCC(C(=O)O)CC1 (stereo partly drawn)	2%	3%&6%	2%&-4%

Results in GCN5L2 inh, for some of the entries so far:
SMILES | GCN5L2 inh
COc1ccc(OC)c(C2/C(=C(/O)c3ccc(C)cc3)C(=O)C(=O)N2Cc2ccco2)c1 (stereo not drawn) | 19%
O=C(CCN1C(=O)c2cccc3cccc(c23)C1=O)NCc1ccco1 | -2%

In a second layout: results already given
Results follow in this order: FEN1 inhibitor	N370S GC	GCN5L2 inh
COC(=O)c1cc(S(=O)(=O)N2CCN(c3ccc(OC)cc3)CC2)c[nH]1
→ -1%	·	-4%
O=C(O)c1cc(NN=C2CCN(Cc3ccccc3)CC2)ccc1Cl
→ -13%	1%	-15%
CCN(CC)C(=O)[C@H]1CC(CC(=O)NCCN2CCOCC2)C(=O)N2CCc3c([nH]c4ccc(OC)cc34)[C@]12C (stereo partly drawn)
→ 14%	·	-1%
Cc1ccnc(NC(=O)CNC(=O)c2ccc3ccccc3c2)c1
→ 6%	4%	0%
CCOC(=O)N1CCN(C(=O)C(C)(C)Oc2ccc(Cl)cc2)CC1
→ -3%	7%	-4%
CCN(CC)CCSc1nnc(Nc2ccccc2)n1-c1ccccc1
→ -3%	0%	-9%
Cc1ccc(-n2nc(CN3CCOCC3)c(-c3ccccc3)c2N)c(C)c1
→ 1%	2%	-1%
COc1ccc(OC)c(-c2nn(-c3ccccc3)cc2C(=O)NCC(c2cccs2)N2CCOCC2)c1 (stereo not drawn)
→ -3%	-1%	-3%
O=C(CN1C(=O)c2ccccc2C1=O)Nc1cccc(S(=O)(=O)Nc2ccccc2Cl)c1
→ -8%	-1%	-13%
Cc1ccc(S(=O)(=O)N2CCC(C(=O)Nc3ccc(N4CCOCC4)cc3)CC2)cc1C
→ 8%	-4%	-8%
COCc1c(C(=O)N2CCN(S(=O)(=O)c3ccccc3Cl)CC2)oc2ccccc12
→ -19%	·	-9%
CCN(CC)CCOC(=O)c1ccc(NC(=O)CCCN2C(=O)S/C(=C/c3ccc(OC)cc3)C2=S)cc1
→ ?	-12%	-6%
O=C(CCN1C(=O)c2cccc3cccc(c23)C1=O)NCc1ccco1
→ 1%	0%	-2%
CC(=O)c1ccc(S(=O)(=O)Nc2ccc(-n3c(C)nc4ccccc4c3=O)cc2)cc1
→ -1%	-7%	-6%
COC(=O)c1cc2occc2n1CC(=O)Nc1ccc(OC)c(OC)c1
→ -5%	-3%	?

(list continues)
SMILES	FEN1 inhibitor	N370S GC	GCN5L2 inh
CC1(C)NC(=O)N(CC(=O)Nc2cc(S(=O)(=O)N3CCOCC3)ccc2N2CCOCC2)C1=O	·	-5%	0%
CC(=O)c1cc2c(cc1NC(=O)CCn1cccc1)OCO2	3%	-2%	-1%
COc1ccc(NC(=O)CN2C(=O)CCc3cc(S(=O)(=O)N4CCOCC4)ccc32)cc1Cl	6%	·	-2%
COc1ccc2oc(=N)c(C(=O)Nc3ccccc3)cc2c1	-5%	3%	-6%
N#Cc1ccc(Cn2ccnc2C(=O)Nc2ccccc2)cc1	8%	-2%	-3%
Cc1ccc(C)c(-c2csc(-c3c(N)c(C(=O)c4ccc5c(c4)OCO5)n4ccccc34)n2)c1	13%	·	-9%
O=C(CCCSc1nc2ccccc2[nH]1)NC1=NCCS1	5%	-2%	-5%
C/C(=N\NC(=O)c1nnn(-c2nonc2N)c1CSc1ccccc1)c1ccc2c(c1)OCO2	1%	-5%	-1%
COc1ccc2cc(CN(CCCN3CCOCC3)Cc3nnnn3C3CCCC3)c(=O)[nH]c2c1	-1%	-1%[2.35 µM]	6%
Cc1cc(C)cc(NC(=O)C(NCCN2CCOCC2)c2ccccc2)c1 (stereo not drawn)	6%	-6%	-8%
O=C(NNC(=O)c1ccncc1)Nc1cccc(C(F)(F)F)c1	4%	2%	-3%
Cc1c(NC(=O)OCCNC(=O)Nc2ccccc2)sc(=S)n1C	3%	?	-16%
O=C(Cn1nc(-c2ccccc2)ccc1=O)NCC1CCCO1 (stereo not drawn)	4%	5%	-1%
CC(=O)NC1=NN(C(C)=O)C(C)(CCS(=O)(=O)c2ccc(Br)cc2)S1 (stereo not drawn)	-6%	-8%	-10%
CC(C)Nc1c([N+](=O)[O-])c(=O)oc2ccccc12	5%	-19%	-11%
COc1cc(C(=O)NCC(c2cccs2)N2CCOCC2)cc(Br)c1OCc1ccccc1 (stereo not drawn)	?	·	-14%
Cc1ccc(S(=O)(=O)/N=C(/c2ccc(F)cc2)N2CCCC2)cc1	-5%	3%	0%
COc1ccc(NC(=O)CC(C)CC(=O)NCc2ccc(F)cc2)c(OC)c1 (stereo not drawn)	-2%	-1%	-10%
CN(C)c1ccc(C(=O)Nc2ccc(S(=O)(=O)NC3=NCCCCC3)cc2)cc1	4%	-10%	-8%
Cc1cccc(CSC(=N)N)c1	-1%	3%	-1%
CS(=O)(=O)Nc1ccc(-c2cc(/C=C3\SC(N)=NC3=O)c[nH]c2=O)cc1	-11%	-4%	-2%
Cc1ccc(NC(=S)Nc2ccc3cn[nH]c3c2)cc1C	-5%	-14%	-9%
Cc1c(C(=O)CN2CCCC(C)(C)C2)c2ccccc2n1C	-7%	-21%	-9%
CCC(C)(C)NC(=O)CC(c1ccc(OC)cc1)n1cccc1 (stereo not drawn)	2%	2%	5%
C=CCN1CCN(C(=O)CSc2ccccc2)CC1	-8%	-3%	2%
O=C(NCc1nnnn1-c1ccc(F)c(F)c1)C(=O)c1c[nH]c2ccccc12	-5%	2%	-1%
CCN(CCNC(=O)C1CCN(S(=O)(=O)CC)CC1)c1ccccc1	-9%	3%	3%
O=C1Nc2ccccc2Oc2cc(Oc3ccc(Cl)cc3)ccc21	-3%	·	-8%
Cc1nn(C)c(NC(=O)c2ccc(Cl)cc2)c1Cl	5%	-19%	1%
CCCS(=O)(=O)N1CC(=O)N(c2ccc(C)c(Cl)c2)C(C)(C(=O)NC2CCCCCC2)C1 (stereo not drawn)	?	·	-11%
CCS(=O)(=O)c1ccc2oc(Nc3ccccc3Br)nc2c1	-6%	-4%	2%
Cc1ccc(S(=O)(=O)NCC(c2ccccc2)N2CCN(CCC#N)CC2)cc1 (stereo not drawn)	-2%	-20%	-10%
O=C1/C(=C/c2ccc(F)cc2)SC(=S)N1NS(=O)(=O)c1ccccc1	-8%	-23%	0%
CCOc1ccccc1N(C(=O)CNS(=O)(=O)c1ccccc1)C(CC)C(=O)NCc1ccco1 (stereo not drawn)	-6%	10%	-6%
COCCN(Cc1cc2cc(C)cc(C)c2nc1Cl)C(=O)Nc1ccccc1	-19%	19%	-10%
CCC(=O)Nc1cccc(-n2nnnc2SCC(=O)N(C(C)C)C(C)C)c1	5%	-11%	-11%
CCOC(=O)c1oc2ccccc2c1NC(=O)c1cc(OC)cc(OC)c1	-15%	-2%	-7%
COc1cc(-c2nn3c(Cc4ccccc4)nnc3s2)cc(OC)c1OC	-2%	-1%	-15%
CCCCC(c1nnnn1C1CCCC1)N1CCN(C2CCCC2)CC1 (stereo not drawn)	2%	?	0%
CCC1CCCCN1CCCNC(=O)c1ccc2c(c1)c(C)c(C)n2C (stereo not drawn)	?	-6%	-7%
Cc1[nH]n(-c2nc(-c3ccccc3F)cc(=O)[nH]2)c(=O)c1CCO	-1%	-5%	-5%
CCN(CC)CCCCCCCCOC(=O)c1cc(OC)c(OC)c(OC)c1	-7%	?	-24%&-13%
Cc1c(CNCCCc2ccccc2)c(C(=O)O)c(C)n1Cc1ccccc1	-3%	-4%	2%
CCCCCCOC(=O)CCn1[nH]c(=O)c2ccccc2c1=O	-2%	3%	-1%
c1ccc(-c2ccc(-c3csnn3)cc2)cc1	-5%	7%	2%
